# Assay outcomes (PubChem)
# BoNT-A LC inh2 – blocks Botulinum neurotoxin A light chain protease. multiplex microsphere protease substrate cleavage, flow cytometry. inhibition, % at 10 µM. 360,000 compounds, 0.17% hits. AID 588499; in the data active = inhibition above about 30%; inconclusive = no clear call, values can overlap the other calls; also: plate controls were buffer without enzyme for full effect and enzyme alone for no effect
# PrPC surface inh – cell surface PrPC inhibition, primary TR-FRET screen; TR-FRET read-out; AID 720596; inhibition, % at 13.8 µM; 370,000 compounds, 0.43% hits; P04156; in the data active = inhibition above about 24%; also: 0% = median of the test wells and 100% = reference compound wells
# GDH-TPI counter – GDH-TPI coupled enzyme inhibition counter-screen; AID 588335; inhibition, % at 4.8 µM; GDH-TPI coupled enzyme counterscreen, NADH absorbance; 360,000 compounds, 1.2% hits;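 also: 0% = DMSO wells and 100% = wells lacking the enzyme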
# BoNT-F LC inh – blocks Botulinum neurotoxin F light chain protease. 360,000 compounds, 0.22% hits. inhibition, % at 10 µM. Multiplex microsphere protease cleavage assay, flow cytometry; in the data active = inhibition above about 35%, passing the limit was not always enough; inconclusive = no clear call, values can overlap the other calls; also: plate controls were buffer without enzyme for full effect and enzyme alone for no effect
# BioA inh – blocks M. tuberculosis BioA enzyme activity; inhibition, % at 9.99 µM; 360,000 compounds, 0.096% hits; purified M. tuberculosis BioA enzyme, plate reader; in the data active = inhibition above about 40%; inconclusive = no clear call, values can overlap the other calls
# CCHF vOTU inh – CCHFV vOTU protease inhibition | Pep-AMC fluorescence | inhibition, % at 11.5 µM | 370,000 compounds, 0.55% hits; also: 0% = vehicle wells with enzyme and 100% = no enzyme wells
# Mtb FBA inh – inhibits M. tuberculosis FBA enzyme; purified M. tuberculosis FBA, fluorescence read-out; inhibition, % at 1 µM; 360,000 compounds, 2.3% hits; in the data active = inhibition above about 27%;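 also: 0% = vehicle and 100% = reference inhibitor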
# Target sequence (P9WQA3 whole entry, looked up): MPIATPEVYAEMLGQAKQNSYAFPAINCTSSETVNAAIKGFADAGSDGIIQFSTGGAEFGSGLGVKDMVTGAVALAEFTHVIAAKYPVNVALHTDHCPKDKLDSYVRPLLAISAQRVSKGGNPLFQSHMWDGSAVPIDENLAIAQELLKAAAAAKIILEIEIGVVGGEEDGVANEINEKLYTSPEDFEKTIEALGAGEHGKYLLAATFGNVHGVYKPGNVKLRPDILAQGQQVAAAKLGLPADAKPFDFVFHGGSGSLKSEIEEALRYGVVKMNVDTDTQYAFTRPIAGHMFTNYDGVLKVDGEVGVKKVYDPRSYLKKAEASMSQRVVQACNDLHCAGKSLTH
# FadD28 FP inh – blocks FadD28 binding to the bisubstrate probe. fluorescence polarization. 360,000 compounds, 0.22% hits. inhibition, % at 12.5 µM; in the data active = inhibition above about 8.5%, passing the limit was not always enough; inconclusive = no clear call, values can overlap the other calls
# Mtb UGM inh – inhibitors of M. tuberculosis UDP-galactopyranose mutase | P9WIQ1 | purified UGM, fluorescence polarization probe displacement | inhibition, % at 10 µM | 320,000 compounds, 0.06% hits; in the data active = inhibition above about 10%, passing the limit was not always enough; inconclusive = no clear call, values can overlap the other calls
# Target sequence (P9WIQ1 whole entry, looked up): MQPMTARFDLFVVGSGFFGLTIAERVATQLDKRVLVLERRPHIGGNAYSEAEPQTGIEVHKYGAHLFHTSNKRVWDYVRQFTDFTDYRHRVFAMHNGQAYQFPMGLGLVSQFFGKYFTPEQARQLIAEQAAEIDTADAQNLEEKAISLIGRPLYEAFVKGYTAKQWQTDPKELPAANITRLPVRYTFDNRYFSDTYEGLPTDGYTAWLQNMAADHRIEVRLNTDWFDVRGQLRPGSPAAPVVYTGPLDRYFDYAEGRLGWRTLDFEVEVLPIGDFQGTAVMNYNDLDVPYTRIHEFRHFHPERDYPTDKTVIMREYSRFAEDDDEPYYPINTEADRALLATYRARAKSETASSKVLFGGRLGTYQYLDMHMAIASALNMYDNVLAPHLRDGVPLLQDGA
# Starred values were filed as active, the others as inactive; u = inconclusive; x = no result given; & = joins results of further samples. Rule as the data show it, unless noted: active = inhibition above about 30%; inactive = the rest.
SMILES,BoNT-A LC inh2,PrPC surface inh,GDH-TPI counter,BoNT-F LC inh,BioA inh,CCHF vOTU inh,Mtb FBA inh,FadD28 FP inh,Mtb UGM inh
CCN(CC)S(=O)(=O)c1ccc(NC(=O)c2cc(-c3cccs3)nc3ccccc23)cc1,-0.6,-6,5,0,-1.2,-2,5,-3.9,0.4
COC(=O)C1CN(C(=O)COc2cc(C)cc(C)c2)c2ccccc2O1 (stereo not drawn),0.3,1,7,-3,x,3,2,-1.3,-3.2
CCn1c2ccccc2c2cc(NC(=O)CSc3nnc(-c4cccc(Cl)c4)o3)ccc21,-0.9,0,11,-14,-0.4,10,0,-3.6,1.7
CN(CC(=O)Nc1ccc(F)c(F)c1F)C(=O)C1CC(=O)N(C2CCCC2)C1 (stereo not drawn),-0.9,-1,1,-2,-0.7,-3,4,-1.3,x
Cc1ccc(-c2cc(C(F)(F)F)c(C#N)c(SCCC#N)n2)o1,1.3,-16,6,-5,-0.1,-14,31*,-3.3,2.9
CC(C)N(C(=O)C1CC(=O)OC12CCCCC2)C(C)C (stereo not drawn),1.6,-3,10,5,-3.2,-3,4,0.7,0.5
CSc1ncc(CNc2cc([N+](=O)[O-])ccc2C)c(N)n1,0.1,5,6,4,0.1,-3,-3,-1.5,1.9
O=C(Cn1c(=O)sc2ccccc21)Nc1ccccc1C(=O)O,-0.9,0,-3,-8,-3.5,-1,3,-3.2,1.6
CCOC(=O)/C=C/C(=O)Nc1ccc(Oc2ccccc2)cc1,-0.4,8,4,-8,x,-6,-1,x,-0.8
Cn1nnnc1SCC(=O)NCc1cccc(C(=O)O)c1,u,1,-10,1,-3.8,14,-3,-4.3,0.9
COC(=O)C1=C(N)OC(C)=C(C(C)=O)C12C(=O)N(C)c1ccccc12 (stereo not drawn),-0.4,-4,1,-6,-1.7,6,5,-1.9,0.0
Cc1nnc(SCC(=O)NC2(C#N)CCCCC2)n1N,-0.8,-1,-4,-4,-0.4,3,-1,-3.4,x

# An excerpt from above with just FadD28 FP inh, Mtb FBA inh and CCHF vOTU inh.
SMILES,FadD28 FP inh,Mtb FBA inh,CCHF vOTU inh
CCOC(=O)/C=C/C(=O)Nc1ccc(Oc2ccccc2)cc1,x,-1,-6
Cn1nnnc1SCC(=O)NCc1cccc(C(=O)O)c1,-4.3,-3,14
COC(=O)C1=C(N)OC(C)=C(C(C)=O)C12C(=O)N(C)c1ccccc12 (stereo not drawn),-1.9,5,6

# (next part)
SMILES,BoNT-A LC inh2,PrPC surface inh,GDH-TPI counter,BoNT-F LC inh,BioA inh,CCHF vOTU inh,Mtb FBA inh,FadD28 FP inh,Mtb UGM inh
Cn1c(=O)ccc2ccccc21,0.4,-1,-2,-6,-0.2,-1,-1,-4.3,x
C=CCNC(=O)c1ccc(Cn2c(=S)[nH]c3cc4c(cc3c2=O)OCO4)cc1,0.7,54*,4,4,0.5,4,1,-5.4,-2.0
Cc1ccc(CN2CC(N3CCN(Cc4cccc(C)c4)CC3)CS2(=O)=O)cc1 (stereo not drawn),-0.9,-5,x,-5,2.3,8,-3,-3.4,x
CCOC(=O)C1=C(COC(=O)CCc2ccc(CC)cc2)NC(=O)NC1C (stereo not drawn),0.0,4,2,0,1.0,1,-2,-2.9,-1.9
NS(=O)(=O)c1ccc(-c2ccc(/C=C3\SC(=O)NC3=O)o2)cc1,0.3,-6,18,1,1.6,3,9,-3.0,-1.2
COc1cccc(CNC(=O)C2CCCN2S(=O)(=O)c2ccc3c(c2)C(C)(C)C(=O)N3C)c1 (stereo not drawn),-0.1,4,-2,3,2.3,-4,3,0.0,0.1
COC(=O)C(c1cc(OC)c(O)c(OC)c1)(N1CCNC(C)C1)C(F)(F)F (stereo not drawn),3.2,1,1,4,1.0,1,-1,-2.8,-1.4
CCCC(=O)Nc1ccc(Cl)c(NC(=O)c2cccc(OC)c2)c1,0.1,-2,1,-1,x,-8,-2,-2.2,-2.3
C[C@@H]1CN([C@H](C)CO)C(=O)CCCn2nncc2CO[C@@H]1CN(C)S(=O)(=O)c1ccc(F)cc1,-0.2,3,0,1,0.2&-0.3&-2.4,-7,2,-1.0,x
COc1ccc(OCCOC(=O)c2nc3nccc(C)n3n2)cc1,-0.5,4,-2,-4,x,-2,0,-1.2,2.3
Cc1ccc(C(c2nnnn2CC2CCCO2)N2CCN(C)CC2)cc1 (stereo not drawn),-0.3,-2,-9,0,-0.8,-12,-4,-4.4,0.2
O=[N+]([O-])c1ccccc1S(=O)(=O)c1ccccc1[N+](=O)[O-],2.8,-14,16,-2,x,8,-1,-0.7,-0.8
Cc1cc(Br)ccc1NC(=O)CN(C)Cc1cccs1,-0.4,12,-9,-6,-0.6,5,-3,-5.4,5.9
COc1ccc(N2C(=O)CC(Sc3ccccc3C(=O)O)C2=O)c([N+](=O)[O-])c1 (stereo not drawn),-0.5,-20,-8,-5,-1.1,9,-4,-3.7,1.4
COC(=O)/C=C1/N/C(=N\c2nc(C)cc(C)n2)N(c2ccc(Cl)cc2)C1=O,0.1,6,22,-1,x,-2,2,-0.8,0.0
CCc1cc2cc3c(cc2nc1SCC(=O)OC(C)C)OCO3,-2.4,-6,11,-9,x,-1,7,-1.8,0.0
CN(C)C(=S)c1ccc2ccccc2n1,0.6,1,5,4,-0.7,-1,0,-5.7,0.5
O=C(Nc1ccccc1)C1Cc2c(-c3ccco3)ccnc2O1 (stereo not drawn),0.3,-3,7,3,1.0,3,5,-4.2,x
CCCc1cc(=O)[nH]c(SCc2ccccc2Cl)n1,-0.2,1,-8,0,1.6,8,-1,-5.1,-0.2
O=C(O/N=C\c1ccc(N2CCCCC2)c([N+](=O)[O-])c1)c1c(F)cccc1F,-0.2,-19,15,2,-1.6,15,-1,-0.1,-2.5
Cc1nnc(-c2cnn(C)c2N)n1CCCN1CCOCC1,0.1,4,-1,0,-1.3,-14,1,-1.1,x
O=C(CN1C(=O)NC2(CCCC2)C1=O)Nc1cc(Cl)ccc1Oc1ccccc1,-0.5,14,2,-4,2.3,3,-2,-2.3,-2.1
COc1ccc(/C(N)=N/OC(=O)Oc2ccccc2)cc1OC,0.0,0,9,-11,-1.3,4,-2,-1.3,-1.3
CCOC(=O)C(NCc1ccc2c(c1)OCO2)(NC(=O)CC)C(F)(F)F (stereo not drawn),2.6,1,-6,-1,0.5,11,-1,-2.9,0.0
CCOC(=O)c1cc2occc2n1CC(=O)N1CCOCC1,-0.3,-4,0,-10,6.1,3,2,1.0,1.4
Cc1nc2cc([N+](=O)[O-])ccc2c(=O)n1-c1ccccc1[N+](=O)[O-],0.1,-48,9,-2,x,-8,0,0.9,1.1
CC(C)c1nc(SCC(=O)NC(=O)NC(C)(C)C)n[nH]1,-0.8,3,9,5,x,-13,2,-1.6,2.6
COc1cccc(O)c1CN1CCC(Oc2ccc(C(=O)NCc3ccccn3)cc2)CC1,-0.4,-5,-5,-5,0.7,-3,-4,-2.1,-0.8
CCCCNC(=O)c1ccc(NC(C)=O)c(Cl)c1,-0.5,7,1,4,x,6,2,-1.8,-0.6
O=[N+]([O-])c1cccc(C=NNC(=S)NC23CC4CC(CC(C4)C2)C3)c1,0.1,3,16,1,x,-6,6,-0.8,x
COc1ccccc1CNC(=O)CN1C(=O)NC2(CCCc3sccc32)C1=O (stereo not drawn),-1.1,-4,7,1,-3.6,2,0,0.2,-0.6
CCN1C(=O)CSC1=Nc1ccc(C(=O)O)cc1,-7.1,-3,5,-23,-6.8,11,12,0.3,-1.2
CCOC(=O)c1ccccc1NS(=O)(=O)c1ccccc1,-0.5,1,14,-3,-0.4,-5,2,-1.6,1.6
CC(C)(C)N1CC(C(=O)Nc2ccc(C(N)=O)cc2)CC1=O (stereo not drawn),0.2,3,9,-4,-1.9,13,3,0.2,x
CC(C)COC(=O)c1cccc2c1-c1ccccc1/C2=N\O,-0.5,-1,12,2,-0.2,18,2,-10,-0.5
C=C(C)COc1cc2oc(=O)c(CC(=O)N3C[C@H]4C[C@@H](C3)c3cccc(=O)n3C4)c(C)c2cc1Cl,-1.0,5,23,-9,4.7,-66,68*,-2.0,0.7
COc1ccc(N=C2NC(=O)/C(=C\C=C\c3ccccc3)S2)cc1,0.5,8,-6,-2,0.6,-2,1,0.1,-1.2
COc1ccc(NC2CC(=O)N(c3cc([N+](=O)[O-])ccc3C)C2=O)cc1 (stereo not drawn),-0.2,8,1,-1,x,6,-1,0.0,-1.0
COc1ccc(S(=O)(=O)N2CCOCC2)cc1NC(=O)CSc1n[nH]c(=O)n1C1CC1,0.0,2,1,-4,-0.8,-13,-3,-0.9,-3.1
Cc1ccc(C(=O)Nc2ccccc2-c2ccccc2)cc1S(=O)(=O)Nc1ccccc1,-0.5,25*,-4,-1,2.0,10,1,-2.3,-0.8
O=C(NCCOCCOCCNC(=O)c1cccnc1)c1cccnc1,1.8,-2,11,20,0.6,3,2,-1.5,0.5
CCCC(C)NC(=O)CSc1nnc2ccccn12 (stereo not drawn),1.2,6,0,13,x,3,7,-1.7,-2.7
Cc1cc(=O)oc2cc(OCC(=O)NCCCN3CCOCC3)ccc12,-0.1,-1,12,6,-1.6,9,15,-2.5,-1.1
CN(Cc1cccs1)CC(O)COCc1ccco1 (stereo not drawn),-0.3,-6,9,0,-1.1,-6,-2,1.8,3.2
Cn1c(=S)[nH]c2scc(-c3cccs3)c2c1=O,-0.2,5,17,0,x,17,-1,-1.8,x
CC(=O)Nc1ccc(NC(=O)c2cc(S(=O)(=O)N3CCCCC3)ccc2C)cc1,0.1,21,3,-1,0.0,23,-1,-1.9,x
C=C(C)Cn1c(SCC(=O)N/N=C/c2ccccc2)nc2ccccc2c1=O,-0.2,-5,5,0,-0.6,-10,3,-2.2,0.5
CNC(=O)CSP(=S)(OC)OC,0.2,9,-3,-14,0.4,-7,2,-3.4,x
C=CCOc1cccc(C2/C(=C(\O)c3ccc4c(c3)OCCO4)C(=O)C(=O)N2CCN2CCOCC2)c1 (stereo not drawn),1.0,-3,7,-6,-0.5,11,0,-2.9,-1.3
CC(OC(=O)c1cc(S(=O)(=O)N2CCOCC2)ccc1F)C(=O)NC1CCCC1 (stereo not drawn),0.7,-6,0,13,-1.9,1,-1,-2.2,0.1
Cc1cc(C)cc(N2CC(C(=O)Nc3cc(C)on3)CC2=O)c1 (stereo not drawn),-6.2,5,3,-23,0.5,2,1,-0.9,2.6
COc1cc2c(cc1OC)[C@@H](NC(=O)CCc1ccccc1)[C@H](O)C2,-0.9,-4,5,-3,8.3,-3,1,-1.0,x
CCC(CO)Oc1cc(NC(=O)c2cccc([N+](=O)[O-])c2)c2ncn(C(C)C)c2c1 (stereo not drawn),-1.0,-23,4,4,28&16,-1,0,-0.7,-0.5
Cc1cc(/C=N/N2CCN(C)CC2)c(C)n1-c1ccc(Cl)cc1,0.3,7,15,-23,4.8,-5,-2,-2.4,3.5
COc1ccc(NC(=O)COC(=O)CCOc2ccccc2C)cc1Cl,1.9,-3,9,5,x,0,-3,-1.6,2.8
N=C(N)Cc1ccccc1Sc1ccccc1,0.0,3,8,9,1.0,-17,1,-1.5,-2.0
C=CSc1sc(Cl)c(N2CCOCC2)c1[N+](=O)[O-],-0.1,-4,0,-6,x,-4,5,-0.5,1.6
S=c1nc(C23CC4CC(CC(C4)C2)C3)[nH][nH]1,-0.9,6,11,4,x,5,0,-2.3,1.6
C#CCOCCOCCOCCNc1nc(N2CCN(C(=O)[C@H](CCCN=C(N)N)n3cc(C(N)[C@@H](C)CC)nn3)CC2)nc(N2CCN(C(=O)[C@H](CC(N)=O)n3cc([C@@H](N)C(C)C)nn3)CC2)n1 (stereo partly drawn),-0.1,4,9,-13,-0.3,-6,-2,0.9,0.4

# Single records, from the list above. Values in the order: BoNT-A LC inh2, PrPC surface inh, GDH-TPI counter, BoNT-F LC inh, BioA inh, CCHF vOTU inh, Mtb FBA inh, FadD28 FP inh, Mtb UGM inh
# Entry for C=CSc1sc(Cl)c(N2CCOCC2)c1[N+](=O)[O-] : -0.1, -4, 0, -6, x, -4, 5, -0.5, 1.6
# Entry for C=CCOc1cccc(C2/C(=C(\O)c3ccc4c(c3)OCCO4)C(=O)C(=O)N2CCN2CCOCC2)c1 (stereo not drawn) : 1.0, -3, 7, -6, -0.5, 11, 0, -2.9, -1.3
